Compound activity (PubChem)
APJ antagonist = blocks the human apelin receptor APJ | P35414 | CHO-K1 APJ beta-arrestin complementation, luminescence | inhibition, % at 20 µM | actives 0.32% (n = 330,000);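 active = inhibition above about 40% at 20 µM, limit read from the data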;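 note: cells challenged with 10 nM apelin-13 agonist together with compound; plate controls were apelin-13 plus DMSO wells for no effect and DMSO wells lacking apelin-13 for full effect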
Target sequence (P35414 whole entry, looked up): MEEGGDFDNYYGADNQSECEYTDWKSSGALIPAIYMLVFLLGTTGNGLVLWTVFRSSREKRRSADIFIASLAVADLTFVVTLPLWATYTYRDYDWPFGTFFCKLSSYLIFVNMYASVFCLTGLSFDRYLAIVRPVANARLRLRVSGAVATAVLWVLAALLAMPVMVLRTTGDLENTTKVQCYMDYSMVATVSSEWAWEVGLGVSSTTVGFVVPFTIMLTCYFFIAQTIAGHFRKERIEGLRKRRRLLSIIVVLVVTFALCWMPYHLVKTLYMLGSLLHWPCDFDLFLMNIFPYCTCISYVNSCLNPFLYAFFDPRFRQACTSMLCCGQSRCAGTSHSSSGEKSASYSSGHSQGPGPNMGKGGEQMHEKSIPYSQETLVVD
tim10-1 inh = inhibits growth of tim10-1 mutant yeast. actives 2.2% (n = 330,000). AID 463190. inhibition, % at 20 µM. S. cerevisiae tim10-1 ts strain growth, BacTiter-Glo, 24 h;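 active = inhibition of at least 40%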;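 note: mutant grown at 25 °C; 0% = DMSO wells with yeast and 100% = wells holding no yeast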
CXCR6 inh = blocks human CXCR6 beta-arrestin recruitment. O00574. CHO-K1 PathHunter CXCR6 beta-arrestin, luminescence. inhibition, % at 20 µM. actives 0.36% (n = 360,000); in the data active = inhibition above about 34%, passing the limit was not always enough;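 note: antagonist mode with CXCL16 agonist at 10 nM final; 0% = 10 nM CXCL16 with DMSO and 100% = unstimulated wells without agonist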
Target sequence (O00574 whole entry, looked up): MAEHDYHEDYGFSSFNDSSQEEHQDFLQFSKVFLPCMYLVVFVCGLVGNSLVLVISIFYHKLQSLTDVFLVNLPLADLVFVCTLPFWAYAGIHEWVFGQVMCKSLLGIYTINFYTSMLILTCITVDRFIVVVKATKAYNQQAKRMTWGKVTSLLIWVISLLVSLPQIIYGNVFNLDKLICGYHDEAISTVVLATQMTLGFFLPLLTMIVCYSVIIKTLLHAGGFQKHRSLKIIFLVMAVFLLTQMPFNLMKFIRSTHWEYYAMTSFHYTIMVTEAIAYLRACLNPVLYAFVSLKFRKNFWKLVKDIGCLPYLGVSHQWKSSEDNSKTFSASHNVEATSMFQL
tim23-1 inh = inhibits growth of tim23-1 mutant yeast. S. cerevisiae tim23-1 growth, BacTiter-Glo luminescence, 24 h. inhibition, % at 20 µM. actives 1.3% (n = 330,000). AID 463212;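 active = growth inhibition of the mutant yeast at or above 50%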;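 note: temperature-sensitive mutant grown at 25 °C; plate controls were DMSO-treated mutant yeast for no effect and medium wells lacking yeast for full effect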
CHOP UPR activ = activators of apoptotic arm of unfolded protein response (CHOP). actives 0.34% (n = 330,000). activation, % at 10 µM. CHO-CHOP luciferase reporter, UPR activation, luminescence; percent of tunicamycin response over DMSO baseline. AID 449763;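 active = at 10 µM dose, activation of 40% or more, normalized to positive control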;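 note: 100% = tunicamycin at 10 µg/mL and 0% = DMSO alone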
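System: CHO CHOP reporter cells. Amount: 500 cells per well. Buffer or medium: F12 medium, 10% FBS. Compound dosing: one dose, 10 µM in 0.5% DMSO. Incubation: 6 h compound exposure at 37 °C after overnight seeding. Technique: Steady-Glo luciferase luminescence. Benchmarks: tunicamycin and DMSO controls.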
APJ ag = APJ receptor agonism | P35414 | CHO-K1 APJ PathHunter beta-arrestin, luminescence; 0% DMSO wells, 100% apelin | activation, % at 20 µM | actives 0.11% (n = 330,000);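 active = activation more than six SD over the plate average, tested at 20 µM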;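 note: 0% = DMSO alone and 100% = apelin-13 at 10 nM; some results filed as inactive read as strong as hits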
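Test system: CHO-K1 APJ beta-arrestin complementation cell line | Compound: Single test compound dose, 20 µM final, 1% DMSO | Incubation: Compound 90 min 25 °C, reagent 1 h | Measured by: beta-gal luminescence | Read-out basis: APJ–arrestin association signal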
TIM10 inh = TIM10 yeast growth inhibition; inhibition, % at 10 µM; AID 463195; S. cerevisiae TIM10 strain growth, BacTiter-Glo luminescence, 24 h; actives 1.4% (n = 330,000);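 active = inhibition of 40% or more at the single tested concentration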;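 note: wild-type TIM10 isogenic control strain grown at permissive 25 °C; 0% = DMSO yeast wells and 100% = minimal medium wells without yeast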
Mdm2-MdmX inh = inhibitors of human Mdm2/MdmX interaction | O15151+Q00987 | SaOS-2 split-luciferase Mdm2/MdmX complementation, luminescence | inhibition, % at 8 µM | actives 3% (n = 330,000) | AID 485346;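 active = inhibition of at least 50% at 8 µM in the primary screen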
XBP1 UPR activ = activators of adaptive arm of unfolded protein response (XBP1); actives 0.33% (n = 330,000); CHO-XBP1 luciferase reporter, IRE1-XBP1 UPR activation, luminescence; percent of tunicamycin response, DMSO as zero; activation, % at 20 µM; AID 463104;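 active = versus positive control, 20 µM dose yields 30% or more activation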;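 note: 100% = tunicamycin at 10 µg/mL and 0% = DMSO only wells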
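assay system = CHO-XBP1 luciferase reporter cells | amount = 1000 cells/well | buffer or medium = F12 plus 10% FBS | compound dosing = single point, 20 µM final compound, 1% DMSO | incubation = 16-18 h cell attachment at 37 °C, then 6 h compound exposure | detection = Steady-Glo luminescence read | controls = tunicamycin 10 µg/mL and vehicle-only wells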
* marks the source's active call; other numbers are inactive results; x = not tested or not shown.

The line under a structure holds: CXCR6 inh, tim23-1 inh, tim10-1 inh, TIM10 inh, Mdm2-MdmX inh, CHOP UPR activ, APJ antagonist, XBP1 UPR activ, APJ ag
#1 CCCOc1ccc(-c2cn3ccccc3n2)cc1[N+](=O)[O-]
 : -10, 21, -7, 9, -184, 5.3, -16, 1, 6
#2 COc1ccc(-c2noc(N3CCC(C(=O)NCCCN4CCCCC4)CC3)n2)cc1
 : -6, 4, 6, -3, -7, 1.7, 7, 0, 4
#3 Cc1cc2[nH]c(=O)cc(-c3ccccc3)n2n1
 : -18, 4, -8, 6, -1, -0.9, -2, -4, 0
#4 Nc1c(C(=O)Nc2ccccc2)sc2nc(-c3ccco3)ccc12
 : -2, 64*, 36, 67*, -22, 1.1, 6, 4, -1
#5 O=C1c2ccccc2C(Nc2ccc(S(=O)(=O)N3CCOCC3)cc2)N1c1cccnc1 (stereo not given)
 : -1, 1, -2, 4, 3, 1.7, 8, -2, -4
#6 COc1ccc(OCCC(=O)OCC(=O)NC(=O)NC(C)(C)C)cc1
 : 5, 18, 11, 23, 8, 1.3, -11, -3, 0
#7 CC(C)CC(NC(N)=O)C(=O)OCC(=O)Nc1ccc(SC(F)F)cc1 (stereo not given)
 : 0, 10, 12, -15, -19, 0.7, -12, -1, -3
#8 CCCCNC(=S)Nc1ccc(Oc2ccccc2)cc1
 : -3, 42, 16, 17, 33, -0.2, -8, 0, -2
#9 C#CCOCCOCCOCCNc1nc(N2CCN(C(=O)CCCCCCCCCCNC(=O)[C@H]([C@@H](C)CC)n3cc(CCCCCN)nn3)CC2)nc(N2CCN(C(=O)CCCCCCCCCCNC(=O)[C@H](CO)n3cc(CCCCCN)nn3)CC2)n1
 : -2, 33, 39, 15, 90*, 0.4, 26, 5, 0
#10 CC(C)(C)CC(=O)N1CCN(c2ccc(S(=O)(=O)N3CCOCC3)cc2[N+](=O)[O-])CC1
 : 3, 10, 15, 8, 31, -1.1, 10, -4, -2
#11 CCN1CCN(S(=O)(=O)c2cccc(S(=O)(=O)N3CCOCC3)c2)CC1
 : 7, 1, -16, -10, 9, 2.3, -22, -1, 4
#12 Cc1c(C(=O)NC(=S)N(Cc2ccccc2)c2ccccn2)cccc1[N+](=O)[O-]
 : 1, -6, -2, 12, -11, 1.8, 5, -1, -5
#13 O=C(COC(=O)Cc1cccs1)Nc1cc(S(=O)(=O)N2CCOCC2)ccc1Cl
 : 2, 10, 7, -6, -7, -1.2, -2, 2, 0
#14 Cc1c(OCc2ccc([N+](=O)[O-])cc2)ccc2c3c(c(=O)oc12)CCC3
 : 5, 4, 7, -3, 0, 5.4, -44, 4, 1
#15 COC(=O)c1ccc(COC(=O)Cc2n[nH]c(=O)c3ccccc23)cc1
 : 1, 17, 8, -8, -26, 4.3, 15, 1, 0
#16 Cc1cc(OCC(=O)NCCc2ccc(S(N)(=O)=O)cc2)c2c(C)cc(=O)oc2c1
 : 1, -6, -10, -7, 11, -0.4, -9, -3, -1
#17 COc1ccc2c(C(=O)c3ccc(C)cc3)n(CCC(N)=O)[n+]([O-])c2c1
 : 5, -19, 4, 2, 6, -2.6, -6, -3, -1
#18 CC(C)OC(=S)N/C(=N\S(=O)(=O)c1ccccc1)c1ccccc1
 : 21, 4, 11, -4, 39, -1.5, -4, 0, -6
#19 CCOc1ccc(C)cc1S(=O)(=O)NC1CCCCC1
 : -1, 31, 24, 9, -12, -1.8, 4, -2, -4
#20 CC(C)CCNC(=O)/C=C/c1ccc(Br)cc1
 : -3, 37, 30, 28, -12, 2.2, 12, 3, -1
#21 Cc1ccc(F)c([C@H]2[C@H]3C=CC[C@@H](C)[C@@H]3C(=O)N2Cc2ccccc2)c1
 : 12, 48, 50*, 45*, 41, -2.0, -5, 1, 8
#22 CCc1ccc(OCC(=O)NNC(=O)Cc2c(F)cccc2Cl)cc1
 : -2, -7, -5, 5, 16, 2.1, -50, -2, 6
#23 Nc1ncnc2c1ncn2[C@@H]1O[C@H](CNCc2cccc(C#Cc3ccccc3)c2)[C@@H](O)[C@H]1O
 : 4, 46, 18, -1, 15, 2.8, x, 3, x
#24 COc1ccc(NC(=O)Nc2ccc(Cc3ccncc3)cc2)c(OC)c1
 : 2, 22, 28, 19, 5, 3.1, -11, 0, 0
#25 COc1cc(OC)c2c(-c3cccc(-c4cccc(C)c4)c3)cc(=O)oc2c1
 : -4, 21, 1, -25, 44, 2.0, x, 7, x
#26 O=C(NCc1cccs1)c1cc(C2CC2)on1
 : -3, 17, 18, -4, -13, 3.3, -3, 4, 1
#27 CCN(CC(=O)Nc1ccccc1C(F)(F)F)C(=O)c1ccccc1Sc1ccccc1C#N
 : 3, 27, 12, 7, -10, 0.8, 15, -1, -4
#28 Cc1cccc(COC(=O)Nc2ccc(NC(=O)c3ccccc3Cl)cc2)c1
 : -6, -11, -9, -1, 6, 0.3, 1, -5, -3
#29 CCOC(=O)[C@H]1[C@H]2COc3ccc(OC)cc3[C@@H]2N2C(=O)CN(Cc3ccccc3)C(=O)[C@@]12C
 : 4, 14, 10, 5, 16, 0.5, 2, 1, -2
#30 Nc1nnc(CC(=O)N/N=C/c2ccc(-c3cccc(C(=O)O)c3)o2)s1
 : 3, 16, -1, 2, -24, -0.8, -16, 1, -3
#31 COc1ccc2[nH]c(=O)c(CN(CCc3cccc(C)c3)C(C)=O)cc2c1
 : 8, 5, 17, 21, 12, -2.4, 14, 2, -5
#32 Cc1cc(=O)oc2cc(OCC(O)CN3CCN(c4ccccc4)CC3)ccc12 (stereo not given)
 : 3, -5, -4, -5, -2, -1.0, 22, -1, 2
#33 CCOC(=O)C1=C(C)NC(=O)NC1c1ccc(OC)c(Cl)c1 (stereo not given)
 : 2, 22, 10, -12, -15, 0.5, -5, -1, -2
#34 CC(=O)N1c2ccc(S(=O)(=O)N3CCCCC3)cc2CC1C(=O)NCc1cccc(Cl)c1 (stereo not given)
 : 14, 6, 5, 3, 8, 2.3, 0, -4, -4
#35 CCOC(=O)C1CCN(c2c(NCCCN(CC)Cc3ccccc3)c(=O)c2=O)CC1
 : 9, 5, -2, -5, -19, -1.5, 16, -2, -1
#36 Cc1ccc(NC(=O)NCc2ccccn2)c(C)c1
 : 4, -11, -8, -8, 6, 1.2, 10, -4, -5
#37 Cc1ccc(O)c(Sc2cc(C)ccc2O)c1
 : 4, 53*, 47*, 27, 35, 1.0, -8, -1, 1
#38 CC(=O)Nc1ccc(C(=O)CSc2nnc(C)o2)cc1
 : -3, 9, 8, 2, -3, 1.1, 6, -2, -1
#39 Cc1cccc(C)c1N1CCN(c2n[nH]c(N)n2)CC1
 : 0, -11, 7, 5, 5, 0.8, -2, 0, -4
#40 Cc1ccc(NC(=O)C(C)N=C2NS(=O)(=O)c3ccccc32)cc1F (stereo not given)
 : -5, 5, -4, -13, -15, 5.2, -22, 7, -1
#41 Cc1c(Cl)cccc1NC(=O)c1cc(C2CC2)on1
 : 7, 9, 7, -7, -14, 2.9, 8, 2, -4
#42 CCOC(=O)c1c(C)[nH]c(C)c1S(=O)(=O)NCC1CCN(Cc2ccccc2F)CC1
 : 9, 10, 23, 7, -6, 0.3, 20, 1, -2
#43 CN(C)C=Nc1nonc1-c1ccc(Cl)cc1
 : 2, 8, 0, 4, -9, 0.9, 0, 2, -5
#44 NC(=NCc1ccco1)NC(=O)c1ccccc1
 : 3, -1, -8, -2, 6, 5.7, 15, -1, 0
#45 Cc1cccc(NS(=O)(=O)c2cccc(C(=O)N3CC(C)OC(C)C3)c2)c1 (stereo not given)
 : -4, 6, -12, 2, -2, -0.1, 13, -4, 1
#46 Cc1noc(C)c1C(=O)OCC(=O)N(C)C1(C#N)CCCCC1
 : 9, 22, 14, 3, -13, 0.7, -12, 2, 0
#47 CC(=O)N1c2ccccc2C2(O)N=C(C)SC12 (stereo not given)
 : -13, -1, 6, 8, -10, -0.9, -10, 0, 4
#48 O=S(=O)(/N=C(/c1ccccc1)N1CCOCC1)c1ccc(F)cc1
 : 1, 12, 15, -5, -23, -0.2, -4, -2, 0
#49 COC(=O)c1cc2c(=O)n3ccccc3nc2n(Cc2cccnc2)c1=N
 : x, 9, 7, -29, 18, 0.3, 10, -2, -5
#50 O=C(NC(=S)NCCN1CCOCC1)c1cccc(Cl)c1
 : -5, 16, 7, -4, -11, 1.3, 4, 1, -4
#51 Cn1c(Cl)nc2ccccc21
 : 3, -3, -1, 16, 19, -2.9, 11, 0, -5
#52 Cn1cccc1/C=C(\C#N)c1ccccc1
 : 5, -1, 1, -15, 17, 1.7, -5, 0, -1
#53 O=C(Nc1nnc(-c2ccc(F)cc2)s1)c1ccco1
 : 3, 9, -8, 9, -35, 7.4, -3, 9, -1
#54 COc1ccc(-c2nnc(NC(=O)c3ccc(S(=O)(=O)N4COCC4(C)C)cc3)o2)cc1
 : 18, 8, 31, 24, 43, 13, 3, 2, 1
#55 CN(CC(=O)Nc1ccccc1Cl)C(=O)COC(=O)/C=C/c1ccc(C(F)(F)F)cc1
 : 0, 4, 1, 11, 27, -0.6, 15, -1, 3
#56 CC1C(=O)N2CCCc3cc(NC(=O)CC(C)(C)C)cc1c32 (stereo not given)
 : 0, 5, 5, -6, 26, -2.9, 7, -1, -2
#57 O=C(C1CCCN(S(=O)(=O)c2ccccc2)C1)N1CCN(c2ccc(F)cc2)CC1 (stereo not given)
 : -15, 21, 18, -13, 18, 2.4, -18, -6, -3
#58 O=C1N/C(=C/c2cccs2)C(=O)N1Cc1ccc(F)cc1
 : 6, -8, 13, 7, 8, 1.3, 0, 0, -1
#59 O=C(COc1ccc(Cl)cc1Br)Nc1nnc(C2CC2)s1
 : 4, 11, 9, 3, 5, 5.6, 4, 2, -2
#60 CCc1ccc(-c2n[nH]c(=O)c3ccccc23)cc1
 : -1, 5, 3, -9, 25, -0.7, -9, 1, -2

A portion of the library, so the mix of outcomes need not match the whole.
